Assay outcomes: PubChem, several laboratories
KKLEB tox: cytotoxicity in KKLEB CF airway cells, primary screen, cytotoxicity control for CF NF-kB inhibitor project, cell-based, uHTS, fluorescence assay plates; activity change (cytotoxicity), % at 5 µM; 0.36% of 360,000 active; KKLEB CF airway cells viability, ATPlite luminescence, overnight; hits give low values; cells stimulated with P. aeruginosa culture filtrate;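 active = corrected activity change at or below -50% at 5 µM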
TROY NFkB inh: inhibitors of TROY-driven NF-kB signaling, primary screen, Q293 LMP1-TROYcd cells, NF-kB luciferase, uHTS. Q293 LMP1-TROYcd NF-kB luciferase reporter, 4 h. inhibition, % at 10 µM. 0.98% of 360,000 active. AID 1347056, 2019;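 active = compounds whose plate-normalised and pattern-corrected inhibition of the luciferase reporter signal at the single screening dose is 50% or more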
TWEAK-Fn14 inh: inhibitors of TWEAK-Fn14 signaling, primary screen, luciferase reporter cells, uHTS. TWEAK-stimulated Fn14 reporter cells, luciferase luminescence, 8 h. inhibition, % at 10 µM. 2% of 360,000 active. AID 1159606, 2016; in the data active = inhibition above about 50%
NR5A2 inv ag: LRH-1 (NR5A2) inverse agonists, primary screen, cell-based, luminescence, HEK293T, StAR-luciferase reporter. Nuclear receptor subfamily 5 group A member 2 (Homo sapiens), O00482. LRH-1 transfected, 24 h. inhibition, % at 3.6 µM. 0.13% of 360,000 active. AID 602396, 2012;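 active = inhibition above the mean inhibition of all tested compounds plus 3 SD, cut at about 73% in these data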;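 note: 0% = DMSO wells and 100% = reporter-only cells lacking LRH-1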
Shn3 inh set2: reduction of Shn3 3'UTR firefly luciferase signal, primary screen, Schnurri-3 inhibitor project, cell-based, Clone20 osteoblasts, set 2; Clone20 osteoblast Shn3 3'UTR firefly luciferase, 24 h; inhibition, % at 12.5 µM; 0.52% of 360,000 active;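 active = mean inhibition of at least 75% with every replicate also reaching 75%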;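 note: 0% = median of neutral control wells and 100% = pilot-screen positive control compound; some compounds past the cut are filed as inactive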
NCOA3 inh: SRC3 coactivator transcriptional activity inhibitors, primary screen, cell-based, luminescence; Nuclear receptor coactivator 3 (Homo sapiens), Q9Y6Q9; HEK293 GAL4-SRC3 luciferase reporter; inhibition, % at 3.6 µM; 0.17% of 360,000 active;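 active = inhibition above a per-campaign cutoff, the mean of all compounds plus 3 SD, cut at about 60% in these data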;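 note: 0% = DMSO-treated cells and 100% = gossypol-treated cells at 36 µM; higher means less SRC3-driven luciferase light from the GAL4 reporter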
Target sequence (Q9Y6Q9 whole entry, looked up, the tested form may be a part): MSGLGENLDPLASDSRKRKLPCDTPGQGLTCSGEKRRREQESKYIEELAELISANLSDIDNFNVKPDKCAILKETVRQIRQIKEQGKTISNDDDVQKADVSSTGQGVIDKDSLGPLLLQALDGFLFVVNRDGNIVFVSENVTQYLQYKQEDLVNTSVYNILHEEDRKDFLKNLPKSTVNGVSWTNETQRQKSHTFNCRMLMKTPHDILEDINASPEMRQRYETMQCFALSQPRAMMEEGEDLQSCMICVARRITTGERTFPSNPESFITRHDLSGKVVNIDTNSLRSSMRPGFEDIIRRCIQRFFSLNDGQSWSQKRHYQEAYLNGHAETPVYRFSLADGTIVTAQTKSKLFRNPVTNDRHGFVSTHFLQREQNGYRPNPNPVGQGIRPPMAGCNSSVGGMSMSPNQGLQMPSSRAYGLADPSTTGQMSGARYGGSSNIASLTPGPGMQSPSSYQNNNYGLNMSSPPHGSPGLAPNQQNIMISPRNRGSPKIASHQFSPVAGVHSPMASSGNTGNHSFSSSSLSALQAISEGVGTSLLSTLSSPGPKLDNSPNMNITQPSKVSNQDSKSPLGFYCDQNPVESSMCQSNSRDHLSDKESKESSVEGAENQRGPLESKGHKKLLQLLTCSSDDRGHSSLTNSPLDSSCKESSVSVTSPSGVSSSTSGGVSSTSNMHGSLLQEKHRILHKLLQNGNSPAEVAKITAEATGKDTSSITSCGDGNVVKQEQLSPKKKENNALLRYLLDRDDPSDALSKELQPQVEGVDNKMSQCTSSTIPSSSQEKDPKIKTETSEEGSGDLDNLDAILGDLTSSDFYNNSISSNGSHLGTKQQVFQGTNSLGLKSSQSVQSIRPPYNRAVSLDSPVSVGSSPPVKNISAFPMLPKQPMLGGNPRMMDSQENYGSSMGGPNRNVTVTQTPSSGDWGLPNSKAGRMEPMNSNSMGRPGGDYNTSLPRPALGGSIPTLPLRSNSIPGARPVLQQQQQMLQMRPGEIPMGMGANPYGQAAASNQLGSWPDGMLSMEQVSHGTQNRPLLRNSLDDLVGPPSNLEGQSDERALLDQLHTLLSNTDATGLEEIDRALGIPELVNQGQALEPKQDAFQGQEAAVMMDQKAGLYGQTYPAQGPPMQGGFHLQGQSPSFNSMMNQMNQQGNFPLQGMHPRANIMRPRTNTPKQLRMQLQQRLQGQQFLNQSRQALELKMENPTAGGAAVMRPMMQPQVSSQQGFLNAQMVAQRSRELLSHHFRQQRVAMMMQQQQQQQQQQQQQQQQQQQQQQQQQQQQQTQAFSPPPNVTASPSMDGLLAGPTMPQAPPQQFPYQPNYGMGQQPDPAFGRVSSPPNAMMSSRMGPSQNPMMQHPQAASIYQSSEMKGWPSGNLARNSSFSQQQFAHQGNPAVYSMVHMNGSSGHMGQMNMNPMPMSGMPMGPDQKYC
CF NFkB block: inhibitors of PAF-induced NF-kB signaling, primary screen, cell-based, GFP fluorescence, uHTS | KKLEB NF-kB-GFP reporter, GFP fluorescence overnight | inhibition, % at 5 µM | 0.86% of 360,000 active | AID 588850, 2011;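 active = at least 50% inhibition at 5 µM, scaled per plate between neutral and stimulator controls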;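 note: PAF is a Pseudomonas aeruginosa culture filtrate used as stimulus; plate controls were PAF-stimulated DMSO wells for no effect and unstimulated DMSO wells for full effect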
LMP1 NFkB inh: EBV LMP1-driven NF-kappaB luciferase reporter inhibitors, primary screen, cell-based, luminescence, single point. LMP1-induced NF-kappaB luciferase reporter cells. AID 504558, 2011. 0.69% of 350,000 active. inhibition, % at 12.5 µM; in the data active = inhibition above about 41%;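 note: 0% = neutral control wells and 100% = reference inhibitor control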
COUP-TFII inh: NR2F2 transcriptional activity inhibitors, primary screen, cell-based, luciferase reporter, HEK293T, luminescence; COUP transcription factor 2 (Homo sapiens), P24468; HEK293T NGFI-A luciferase reporter; inhibition, % at 8.6 µM; 0.7% of 370,000 active; AID 686940, 2013;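 active = inhibition above a per-plate cutoff, mean inhibition of test wells between control levels plus 3 SD, cut at about 38% in these data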;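 note: cells cotransfected with COUP-TFII expression vector driving the NGFI-A reporter; 0% = median of COUP-TF2 test wells and 100% = reporter-only cells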
NCOA1 inh: SRC1 coactivator transcriptional activity inhibitors, primary screen, cell-based, luminescence; AID 588354, 2011; inhibition, % at 3.6 µM; HEK293 GAL4-SRC1 luciferase reporter; 0.12% of 360,000 active;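 active = inhibition above the campaign mean plus 3 SD, with each screening campaign given its own cutoff, cut at about 60% in these data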;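 note: 0% = DMSO treated cells and 100% = gossypol at 36 µM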
TRAIL sens C8: viability loss with TRAIL in NB7+C8 cells, primary screen, TRAIL sensitizer project, cell-based, ATPlite luminescence; inhibition (viability loss, TRAIL sensitization), % at 10 µM; 1% of 360,000 active; AID 624354, 2012;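 active = compounds causing at least 50% loss of cell viability in the single-dose screen, relative to plate controls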
Starred values were filed as active, the others as inactive; . = not tested or not shown. These rows are one share of the data. The share of hits here may be higher or lower than overall.

structure	COUP-TFII inh	LMP1 NFkB inh	CF NFkB block	NR5A2 inv ag	NCOA1 inh	KKLEB tox	TRAIL sens C8	NCOA3 inh	TROY NFkB inh	Shn3 inh set2	TWEAK-Fn14 inh
COc1ccc(-c2csc(NC(=O)CSc3nc(C)nc4sc(C(=O)O)c(C)c34)n2)cc1	5	5	0	3	4	15	10	5	18	-3	-15
CCOC(=O)C1=C(C)NC(C)=C(C(=O)OCC)C1C(=O)OCC(=O)NCc1ccccc1	1	-4	9	-4	-24	1	3	7	3	5	35
Cc1ccc(C2(O)CN(c3ccccc3)C3=[N+]2CCS3)cc1 (stereo not given)	4	-8	4	3	1	5	7	3	35	-7	9
CS(=O)(=O)N(CC(=O)N1CCN(Cc2ccccc2)CC1)c1cccc(Cl)c1	7	-6	12	-11	-13	-2	-5	13	-17	-9	0
Cc1ccc(-c2cc(-c3ccco3)c(C#N)c(=O)[nH]2)cc1	6	7	8	0	-9	-2	0	15	1	2	-5
CN(C)c1ccc(S(=O)(=O)NCC(=O)N2CCN(c3ccccc3)CC2)cc1[N+](=O)[O-]	-27	4	5	11	4	-4	9	-28	-7	-10	10
C[C@H](NC(=O)[C@@H]1CCCN1C(=O)[C@@H]1CCCN1)c1ccccc1	-18	.	.	21	.	.	-15	.	-5	.	22
O=C(Cc1cccs1)Nc1cccc(-c2ccc3nncn3n2)c1	-17	6	-8	9	-32	2	2	15	23	.	-3
O=C(Nc1ccc(N2CCOCC2)c(Cl)c1)c1cccc(F)c1	-41	-26	3	-164	-110	3	9	-70	-3	-97	-17
O=c1c2ccccc2ncn1/N=C/c1ccccc1	-7	-19	-20	-22	-70	1	-1	-79	-21	-28	63*
CCN(CC(=O)Nc1ccccc1C(F)(F)F)C(=O)CCOc1ccccc1C	7	4	-22	-12	-6	19	-17	12	0	11	4
Fc1c(F)c(F)c(NC2=NCCCCC2)c(F)c1F	-14	1	-3	-1	4	5	0	-9	-1	17	-16
Cc1c(C#N)c(O)n(CCO)c(=O)c1N=Nc1ccc(S(N)(=O)=O)cc1	-3	-4	11	6	1	-18	-3	7	3	6	-11
COC(=O)c1ccc2nc(-c3ccccc3)c(Cc3ccccc3C(F)(F)F)n2c1	-1	.	.	-31	.	.	16	.	-55	.	-23
CCCCn1c(-c2sccc2C)n[nH]c1=S	12	3	18	-3	5	-3	-8	19	-7	-1	-10
OCCCNc1nc(-c2ccccc2)c2cc(Cl)ccc2n1	0	.	-3	-13	-9	-9	-5	-6	-10	16	4
Cc1cc(C)n2[nH]c(=O)c(N=Nc3ccccc3)c2n1	4	2	-17	5	-9	4	-1	-21	7	-2	-14
CCOC(=O)NN1C(=O)c2ccccc2NC1c1ccc(OC)c(OC)c1 (stereo not given)	1	5	12	-3	3	0	-4	6	22	-9	3
COc1cccc(N2CC(NC(=O)C(=O)c3c(C)[nH]c4ccccc34)CC2=O)c1 (stereo not given)	12	-4	-19	-3	-17	-3	-24	5	-7	-12	3
CC(C)NC(=O)C1CCN(C2CCN(C(=O)/C=C/c3cccs3)CC2)CC1	6	-2	-4	-8	8	0	21	11	3	1	-9
COc1ccc(CCNC(=O)NC2CCCCC2)cc1	-14	-27	-4	-10	-7	-8	0	-7	-11	0	3
Cc1cc([N+](=O)[O-])nn1CC(=O)N1CCOCC1	-4	1	14	-9	2	10	-15	-12	10	-6	5
COc1ccc(C(C)(C)C)cc1NC(=O)CNc1cccc2ccccc12	14	1	15	9	5	-2	4	4	40	2	58*
Cc1cccc(Nc2nnc(-c3ccc(N4CCOCC4)c([N+](=O)[O-])c3)c3ccccc23)c1	12	12	30	2	0	-12	13	16	18	21	28
NS(=O)(=O)c1ccc(CCNC(=O)COC(=O)c2nc(Cl)ccc2Cl)cc1	-3	0	-18	-9	0	14	0	-1	-4	4	2
Cc1ccc([C@H]2C(C(=O)O)=CC[C@@H](c3ccc(C(C)C)cc3)N2S(=O)(=O)c2ccc(C)cc2)cc1	1	1	33	-3	8	3	5	-2	28	3	10
N#CCCN(C(=O)COC(=O)C1CCN(S(=O)(=O)c2ccc3c(c2)OCCO3)CC1)c1ccccc1	-14	-5	-2	-10	-17	-9	-3	0	6	-2	-9
Cc1nonc1C(=O)N/N=C/c1cccc(O)c1	-9	0	2	-5	-27	1	-7	-7	-70	-56	0
Oc1c(Br)cc(Br)c(/C=N/n2c(-c3ccccc3)n[nH]c2=S)c1Br	14	2	27	-17	-8	-1	4	3	30	-7	17
Cc1cc(OCC(=O)Nc2cccc(S(=O)(=O)NC3=NCCCCC3)c2)ccc1Cl	-1	-21	18	-9	-15	-8	7	0	-5	24	1
Cc1ccc(C(=O)N/N=C/c2ccc3c(c2)OCO3)o1	-26	-1	-26	-114	-75	6	36	-64	-42	-151	-13
CC(=O)Nc1c(Br)cc2c(c1Br)Cc1cc(Br)ccc1-2	15	-7	50	16	-12	-29	8	-21	-10	-1	-15
O=C(NC1c2ccccc2-c2ccccc21)c1ccccc1	-8	-2	-12	-1	3	4	-7	19	-16	-9	-32
COc1ccc(CCN=C(N)NS(=O)(=O)c2ccc3ccccc3c2)cc1	-2	6	22	-16	10	-13	1	-2	0	21	13
CCc1ccc(NC(=O)COc2ccc3c(c2)OCO3)cc1	-9	-7	24	-39	-25	-18	9	-15	-29	2	-17
C=CCSc1nc(N(CC)CC)c2sccc2n1	5	9	49	-10	-1	-28	-19	8	24	17	-1
COc1ccc(Br)cc1S(=O)(=O)NCc1ccccn1	19	-9	-5	3	-16	7	-9	-4	16	11	2
CN(C)CCOc1nc(-c2ccccc2)nc2c1oc1ccccc12	-30	-21	-67	-5	20	0	16	16	-46	-10	-53
CCNC(=S)NCc1ccc2c(c1)OCO2	8	-7	6	3	3	3	9	7	16	-3	-18
O=C1CN(C(=O)COC(=O)C23CC4CC(CC(O)(C4)C2)C3)c2ccccc2N1	13	5	9	0	-14	-8	1	6	7	-14	2
Cc1ccnc2c1ccc1c(C)ccnc12	.	84*	22	93*	77*	-9	3	75*	-15	90*	-7
COc1cc2c(cc1OC)CN(CC(=O)Nc1cccc([N+](=O)[O-])c1)CC2	-22	3	10	4	27	-7	3	-1	10	23	-22
CC(CCC(=O)O)(c1ccc(O)cc1)c1ccc(O)cc1	-10	-1	8	13	-35	-11	2	10	-4	-4	-4
O=C(N/N=C/C=C/c1ccc2c(c1)OCO2)C(O)c1ccccc1 (stereo not given)	-22	-7	1	-37	-54	-5	-26	7	-11	-21	-19
Oc1[nH]c2ccccc2c1N=Nc1ccccc1	-28	-46	3	-35	-67	12	0	-69	-58	-23	-20
COc1ccc(-c2noc(CNC(=O)CCCN3C(=O)[C@H]4CC=CC[C@H]4C3=O)n2)cc1	1	5	-22	-34	11	18	-4	-27	30	41	33
CC1(C)C(=O)C2(CCCCC2)C(=O)OC1c1cccn1-c1ccc([N+](=O)[O-])cc1 (stereo not given)	-7	8	9	20	6	-9	5	0	6	-12	3
O=C(NC(=S)Nc1ccc(N2CCCCC2)cc1)c1cccs1	-32	-20	-4	-111	-45	1	36	-87	45	-49	19
O=C(Cc1ccccc1[N+](=O)[O-])NCCc1ccc(F)cc1	7	1	0	0	-11	6	-5	-26	-8	15	6
O=C(NCCN1CCN(c2ccccc2)CC1)C1CCN(S(=O)(=O)c2cccc3nsnc23)CC1	8	7	-16	-3	-26	5	9	7	-5	3	-1
Nc1ccn([C@@H]2O[C@H](CNCc3cnc(N4CCOCC4)nc3)[C@@H](O)[C@H]2O)c(=O)n1	-3	0	2	14	2	9	-14	7	4	-11	16
CCN(CC)CCNc1cc(C)nc2c1C(=O)C(=O)C=C2N1CCCCC1	20	-6	-7	-10	-10	14	47	6	10	82	-5
CCOc1ccc(S(=O)(=O)NN)cc1	4	-4	7	5	0	5	-10	20	2	3	-5
S=c1[nH]c2ncccc2o1	9	-13	3	-3	-10	-6	3	0	3	-6	-4
COc1cc(NC(=O)Nc2nnc([C@H]3C[C@H](O)[C@@H](CO)O3)s2)cc(OC)c1OC	-14	.	4	3	-4	-2	8	2	-19	2	3
COc1cccc(C2(O)CCN(C(=O)Cc3cccnc3)CC2)c1	-17	-7	-13	-20	0	14	-12	-3	-3	0	-4
O=CNc1ccccc1	-21	-2	0	-5	6	-4	-11	5	-4	6	-28
CCOC(=O)c1sc(NC(=O)C2CCC2)cc1C	-13	-19	-13	-42	-77	14	17	-60	-43	-34	8
N/C(=N\OC(=O)c1ccc(Cl)cc1)c1ccccn1	2	35	-9	-13	-89	-23	69*	-52	70*	29	101*
CCOC(=O)CSc1nc(-c2ccccn2)ncc1OC	10	2	-22	5	-19	2	-6	4	-40	4	4

Other records
structure	COUP-TFII inh	LMP1 NFkB inh	CF NFkB block	NR5A2 inv ag	NCOA1 inh	KKLEB tox	TRAIL sens C8	NCOA3 inh	TROY NFkB inh	Shn3 inh set2	TWEAK-Fn14 inh
Cc1ccc(Nc2nc(-c3ccc(C)cc3)c(CC(=O)O)s2)cc1	-11	-3	-48	-32	-30	25	12	-34	-9	-35	3
CC(=O)Nc1ccc(N2C(=O)CSC2c2ccccc2[N+](=O)[O-])cc1 (stereo not given)	-20	-2	6	4	-26	7	0	20	-2	-6	22
CCOc1ccc(C(=O)Nc2ccc(NC(=O)c3ccco3)c(Cl)c2)cc1Br	11	16	31	1	-9	-45	16	15	4	22	-34
C#CCn1c(=NC(=O)c2cc(-c3cccs3)nc3ccccc23)sc2cc(S(N)(=O)=O)ccc21	-4	-5	37	-1	-13	-56*	5	22	9	2	-5
NC(=O)c1ccsc1NC(=O)COC(=O)c1c(F)cccc1Cl	-11	-16	32	-68	-44	-20	10	-30	-48	-36	0
CC(=O)c1cc(-c2ccccc2)n(CC(=O)Nc2cccc(C)c2C)c1C	12	7	11	-13	-12	-2	0	20	-5	-5	10
CCCCNC(=O)c1nnn(-c2ccccc2)c1N	-38	-9	8	-96	-52	3	12	-77	-69	-64	3
CC1CN(C(=O)c2cn3ccccc3n2)CC(C)O1 (stereo not given)	6	-4	-4	-10	-22	0	27	-32	10	-3	10
Cn1c(=O)c2c(-c3ccccc3)n(-c3cccc(O)c3)cc2n(C)c1=O	-6	.	-2	17	22	-10	-11	3	18	23	2
